ATG4B inhibitor: blocks human ATG4B protease cleavage of LC3 substrate. Q9Y4P1. 340,000 compounds, 0.51% hits. AID 504462. ATG4B cleavage of LC3-PLA2, NBD-HPC fluorescence, 1 h. inhibition, % at 8.33 µM; in the data active means inhibition above about 40%
hIAP act: increases human intestinal alkaline phosphatase activity | purified human IAP, CDP-Star luminescence, 30 min; hits give high values; 1 = vehicle-only enzyme, 0 = enzyme-free background | activation factor at 10 µM | 330,000 compounds, 0.16% hits | P09923 | AID 2524;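 active means activation factor of the enzyme at least 2-fold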; further: the source names both 10 and 20 µM as test concentration; values of inactives mirror those of a sister screen read the other way
Target sequence (P09923 whole entry, looked up): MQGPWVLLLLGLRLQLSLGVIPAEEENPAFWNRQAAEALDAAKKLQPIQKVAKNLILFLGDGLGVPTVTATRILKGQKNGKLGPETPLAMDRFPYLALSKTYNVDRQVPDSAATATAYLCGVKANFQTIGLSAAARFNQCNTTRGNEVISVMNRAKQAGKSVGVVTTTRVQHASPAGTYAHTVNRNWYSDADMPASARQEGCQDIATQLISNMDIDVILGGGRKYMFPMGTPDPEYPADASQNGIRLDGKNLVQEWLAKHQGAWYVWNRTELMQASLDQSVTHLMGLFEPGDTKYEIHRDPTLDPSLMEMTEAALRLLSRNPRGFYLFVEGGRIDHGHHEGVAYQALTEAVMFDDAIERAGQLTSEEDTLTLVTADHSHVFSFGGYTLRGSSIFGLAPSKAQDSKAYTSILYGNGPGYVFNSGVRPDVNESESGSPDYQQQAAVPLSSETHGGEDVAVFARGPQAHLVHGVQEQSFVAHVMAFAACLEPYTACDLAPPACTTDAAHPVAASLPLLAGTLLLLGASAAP
MPTP block: permeability transition pore inhibition | inhibition, % at 10 µM | 360,000 compounds, 1.4% hits | isolated mouse mitochondria, Ca2+ swelling absorbance, 30 min;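 active means inhibition of 50% or more, scaled per plate between neutral and stimulator controls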;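 further: 0% = DMSO wells given calcium and 100% = 1 mM EGTA wells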
SENP8 block: SENP8 (human) protease inhibition; recombinant SENP8, Nedd8 substrate fluorescence; inhibition, % at 20 µM; 360,000 compounds, 0.64% hits; in the data active means inhibition mostly above about 40%, no sharp cut-off; inactive means mostly below about 27%
SENP1 inh: SENP1 (human) catalytic domain inhibition; 360,000 compounds, 0.21% hits; recombinant SENP1 catalytic domain, CyPet-SUMO1-YPet FRET cleavage; inhibition, % at 10 µM; AID 624204; Q9P0U3;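 active means inhibition at least 30% at 10 µM, raw YFP signal under a set limit, fluorescence ratio 0.5 to 1.5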;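 further: 0% = enzyme with DMSO and 100% = no enzyme wells; some results filed as inactive read as strong as hits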
Target sequence (Q9P0U3 419-644 limits assumed): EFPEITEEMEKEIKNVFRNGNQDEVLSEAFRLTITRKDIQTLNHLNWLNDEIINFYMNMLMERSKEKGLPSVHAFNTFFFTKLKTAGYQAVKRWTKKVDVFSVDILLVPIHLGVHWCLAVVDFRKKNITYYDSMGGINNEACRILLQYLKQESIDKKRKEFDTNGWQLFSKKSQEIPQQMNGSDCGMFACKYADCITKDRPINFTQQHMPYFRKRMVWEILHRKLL
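Assay system: hSENP1 catalytic domain, recombinant. Amount: SENP1 enzyme, 20 pM final. Schedule: 50 min reaction, RT, dark. Technique: FRET, CFP and YFP emission. Control set: no-enzyme wells low, DMSO-plus-enzyme wells high control.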
SENP6 inh: SENP6 protease inhibition; Recombinant SENP6 catalytic domain, aminoluciferin luminescence; AID 2599; inhibition, % at 10 µM; 330,000 compounds, 1.8% hits;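 active means inhibition above about 50% at the single tested dose, limit read from the data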;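 further: plate controls were DMSO wells with enzyme for no effect and DMSO wells lacking enzyme for full effect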
PfGluPho inh: PfG6PD (Plasmodium falciparum) enzyme inhibition. PfGluPho enzyme, NADPH resazurin-diaphorase fluorescence. inhibition, % at 20 µM. 350,000 compounds, 0.78% hits. AID 504690;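 active means inhibition reaching at least a set limit at 20 µM in the primary screen, cut at about 59% in these data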;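 further: 0% = DMSO wells with substrate and 100% = DMSO wells lacking glucose-6-phosphate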
GRIN3A LBD mod: NR3A (human) ligand-binding domain modulation; Tm shift relative to glycine control, % at 25 µM; 340,000 compounds, 2.5% hits; NR3A LBD differential scanning fluorimetry, Tm shift; 0% = protein alone, 100% = glycine-bound protein; AID 1259313;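 active means melting temperature shift of at least 10% of the positive control shift, at one fixed dose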
Active calls of the source: *; / = no result given.

Structure	GRIN3A LBD mod	SENP8 block	hIAP act	SENP6 inh	ATG4B inhibitor	SENP1 inh	PfGluPho inh	MPTP block
COCc1c(C(=O)N2CCN(S(=O)(=O)c3ccccc3Cl)CC2)oc2ccccc12	1	10	0.87	-9	10	0	-12	1.6
CCn1cc(CN2CCCC(C(=O)Nc3cccc(-c4cc5ccccc5[nH]4)c3)C2)cn1 (stereo not given)	-7	-238	1.1	-12	-9	-1	16	11
Cc1cc(C)cc(NC(=O)CS(=O)(=O)c2cccc3nsnc23)c1	0	7	1	-11	3	1	-6	-1.1
O=[N+]([O-])c1ccc(N2CCN(c3cccc(Cl)c3)CC2)nc1	-1	5	0.78	7	-3	0	4	1.2
Cc1cccc(C(=O)NNC(=O)c2ccccc2[N+](=O)[O-])c1	-1	11	1.2	-2	1	2	-14	-0.2
COc1cc(/C=N/NC(=O)COc2cc(C)cc(C)c2)ccc1OS(=O)(=O)c1ccc(C)cc1	4	28	0.95	-30	-17	1	14	43
COc1ccc(-c2nn(-c3ccccc3)cc2/C=N/O)cc1OC	0	-6	0.94	6	-2	2	8	1.1
COc1c(C)cc(C(=O)C2CCCN(C(=O)Cn3ccc(C)n3)C2)cc1C (stereo not given)	-4	16	1.1	1	-5	-2	-6	-0.9
Clc1ccc(Cn2ncc3c(N4CCCC4)ncnc32)cc1	0	10	1.1	-12	2	0	4	-0.8
CC(=O)Nc1ccc(S(=O)(=O)Nc2nc3ccccc3nc2Nc2ccc(C(=O)O)c(O)c2)cc1	24*	-87	0.99	47	15	5	1	0.5

The list goes on (two carried over from the part before).
Structure	GRIN3A LBD mod	SENP8 block	hIAP act	SENP6 inh	ATG4B inhibitor	SENP1 inh	PfGluPho inh	MPTP block
Clc1ccc(Cn2ncc3c(N4CCCC4)ncnc32)cc1	0	10	1.1	-12	2	0	4	-0.8
CC(=O)Nc1ccc(S(=O)(=O)Nc2nc3ccccc3nc2Nc2ccc(C(=O)O)c(O)c2)cc1	24*	-87	0.99	47	15	5	1	0.5
Cc1ccc(CNC(=O)CN(Cc2cccs2)C(=O)C2(C)CC(=O)N=C3C=CC=CN32)cc1 (stereo not given)	0	-276	1	1	-8	1	0	-2.4
CCOC(=O)C1(Cc2ccccc2C(F)(F)F)CCN(C2CCN(C(C)C)CC2)CC1	-1	7	0.88	7	-6	-11	-3	1.7
O=C(O)CCCC(=O)N1CCN(c2cccc(Cl)c2)CC1	0	9	0.98	-11	-5	1	6	-1.6
COc1ccc(N2CCN(C(=O)c3cc4c(s3)CCCCC4)CC2)cc1	0	7	0.98	-10	0	-1	6	-1.4
CC1CN(C(=O)COC(=O)c2ccc(F)cc2Cl)CC(C)O1 (stereo not given)	-2	5	0.99	-18	1	1	-12	0.3
Cc1c(O)ccc(/C=N/Nc2nc(-c3cccnc3)nc3ccccc23)c1O	29*	-170	1.2	-4	10	-19	17	9.6
CN1CCc2c(n(CC(O)CN(CCO)CCO)c3ccccc23)C1=O (stereo not given)	-1	-154	1	-5	-6	-5	-3	-0.6
CCNc1nc(NCC)nc(N(n2cnnc2)S(=O)(=O)c2ccc(C)cc2)n1	-2	4	1.3	-13	8	5	2	-5.3
Cc1cccc(NC(NC(=O)Cc2ccccc2)C(Cl)(Cl)Cl)c1 (stereo not given)	-1	12	1.1	-2	2	0	-8	28
c1nc(N2CCCC2)c2[nH]cnc2n1	-1	9	0.93	-18	5	1	-3	-2.5
COC(=O)c1cc(S(=O)(=O)N2CCN(Cc3ccccc3)CC2)cn1C	0	6	0.96	-6	-5	2	-13	-0.2
Cc1ccccc1N=C1N=C(N)c2ccccc21	3	9	0.89	4	-1	2	-2	0.9
O=C(C1CCC1)N1CCN(c2cccc(C(F)(F)F)c2)CC1	-4	-9	0.93	3	-6	4	-9	-0.1
CC(C)CCOP(=O)(c1ccc(N(C)C)cc1)C(O)c1ccc(C(C)C)cc1 (stereo not given)	3	12	0.86	7	9	0	-3	-0.8
CCOc1cc(NS(=O)(=O)c2ccc(OC)cc2)c(OCC)cc1NC(=O)c1ccco1	-4	-10	1.1	2	-6	-17	6	2.0
COc1cccc(OC)c1C(=O)OCC(=O)N1CC(C)CC(C)C1 (stereo not given)	1	3	0.97	-16	3	2	-16	-2.7
CCOc1cccc(-c2nnc3n2N=C(c2cc(OC)ccc2OC)CS3)c1	-2	-88	1	-3	-25	0	16	0.1
CCN(CC)CCN1C(=O)C(=O)/C(=C(/O)c2ccc(S(=O)(=O)N3CCOCC3)cc2)C1c1ccccc1 (stereo not given)	2	9	0.93	-21	-8	1	-23	0.9
COc1cc(NC(=O)c2cccc(Br)c2)nc(OC)n1	-3	11	0.95	54*	-1	0	9	0.8
COc1ccc(S(=O)(=O)N2CCCCCC2)cc1C(=O)Nc1ccccn1	-5	-103	1	-6	2	0	-8	1.6
Cn1c2ccccc2c2c(C(=O)N3CCN(C(=O)c4ccco4)CC3)cn(C3CCCCC3)c(=O)c21	-2	-360	0.99	-11	-6	-6	-5	-0.4
O=C(NC(c1ccccc1)c1ccccc1)C1(c2cccs2)CCOCC1	-2	15	1.1	-19	3	-1	-2	2.4
O=C(CCc1nnc2ccc(NCc3ccco3)nn12)N1CCN(c2ccccc2)CC1	-1	4	1	-1	-5	-10	2	-0.9
O=C(NCCCN1CCOCC1)c1ccc2c(c1)N(Cc1ccc(F)cc1)CCS2	1	-373	1.2	-1	10	-1	9	1.3
CCCN(CCC)CCNC(=O)c1cc2c(=O)n(CC)c3ccccc3c2s1	-2	-444	0.87	-2	31	0	16	3.3
CNC(=S)NC1CC2CCCC(C1)N2Cc1ccco1 (stereo not given)	3	6	1	-40	-8	3	-3	-0.6
Nc1n[nH]c(S(=O)(=O)CCCc2ccccc2)n1	0	17	1.1	-15	-9	3	19	-0.2
CC1CCN(S(=O)(=O)c2ccc(C(=O)NCc3ccco3)cc2)CC1	0	17	1.2	-9	-7	-1	-16	2.3
CCCn1c(=N)n(CC(=O)C(C)(C)C)c2ccccc21	1	13	0.94	-19	-4	1	7	-3.1
O=C(CSc1c2c(nc3ccc(Cl)cc13)CCCC2)NCc1ccco1	0	-14	0.89	2	-5	-12	16	2.6

5 compounds from above, showing only PfGluPho inh.
structure,PfGluPho inh
CCOC(=O)C1(Cc2ccccc2C(F)(F)F)CCN(C2CCN(C(C)C)CC2)CC1,-3
CCCN(CCC)CCNC(=O)c1cc2c(=O)n(CC)c3ccccc3c2s1,16
CCN(CC)CCN1C(=O)C(=O)/C(=C(/O)c2ccc(S(=O)(=O)N3CCOCC3)cc2)C1c1ccccc1 (stereo not given),-23
COc1ccc(-c2nn(-c3ccccc3)cc2/C=N/O)cc1OC,8
CCOc1cc(NS(=O)(=O)c2ccc(OC)cc2)c(OCC)cc1NC(=O)c1ccco1,6

(cont.)
Structure	GRIN3A LBD mod	SENP8 block	hIAP act	SENP6 inh	ATG4B inhibitor	SENP1 inh	PfGluPho inh	MPTP block
O=C(C[C@H]1C/C=C\C[C@H](NC(=O)OCC2c3ccccc3-c3ccccc32)C(=O)OC[C@@H]2CCCN2C1=O)NCCO	0	8	0.98	-14	0	0	3	0.4
Cc1ncc([N+](=O)[O-])n1CC(=O)N/N=C/c1ccc(F)cc1	1	0	0.89	-2	-3	-1	7	-0.3
COC(=O)C(C)Sc1nc2c(cnn2-c2ccc(C)cc2)c(=O)[nH]1 (stereo not given)	3	13	1.2	-3	-11	2	-11	-3.7
O=C(CSc1nc2ccccc2c(=O)n1CCCN1CCOCC1)Nc1ccc(F)c(Cl)c1	-11	8	1	2	-12	0	15	0.7
Fc1ccccc1C1c2[nH]c3ccccc3c2CCN1Cc1cccn1-c1ncccn1 (stereo not given)	-4	-18	0.94	-15	2	-31	-3	1.1
CCOC(=O)c1c(NC(=O)c2c(C)noc2C)sc2c1CCCCC2	1	-45	1.1	1	-4	1	16	-1.2
O=C(NC1CC2CCC(C1)N2Cc1ccccc1)c1ccccc1Br (stereo not given)	0	5	1.2	6	-1	-1	1	0.3
Cc1ccc(C(=O)COC(=O)c2cc(=O)[nH]c3ccccc23)cc1	2	-208	1	-5	-6	-2	11	-2.5
COc1ccc2c(CC(=O)NCc3cccs3)coc2c1	-2	-289	1	-3	2	-15	-5	-1.1
O=S(=O)(c1ccc2c(c1)OCCO2)N1CCN(S(=O)(=O)c2c(F)cc(F)cc2F)CC1	1	19	1.1	-7	-11	2	4	-1.4
CCCc1cc(-c2nc(N)ncc2-c2ccc3c(c2)OCCCO3)c(O)cc1OC	-6	9	0.99	-14	3	-1	71*	-1.7
NC1=NC(=O)/C(=C\c2ccc(O)c([N+](=O)[O-])c2)S1	-1	7	0.95	-5	0	1	1	-1.0
CCOC(=O)C1C(=O)NC(N2CCCCC2)=NC1C(C)C (stereo not given)	0	26	1	-3	-5	2	-19	-0.7
CNc1ccc(Br)cc(C(=O)/C=C/c2ccc(Cl)cc2Cl)c1=O	-3	-14	0.99	-13	20	-14	25	2.6
CCOC(=O)c1ccc(NC(=O)CSc2nnc(CNc3ccc(OC)cc3)n2C)cc1	0	7	0.85	-29	-5	0	11	1.0
CC1CN(C(=O)c2cn3ccccc3n2)CC(C)O1 (stereo not given)	2	17	1.2	-5	-2	-1	-10	-0.6
CC(C)c1ccc(CN(C)CC(O)c2ccccc2)cc1 (stereo not given)	-3	11	0.98	32	-9	0	-14	-0.2
COc1ccc2c(c1)sc(=N)n2C	1	-13	1.1	16	8	-18	-3	0.3
Cc1c(C)c([N+](=O)[O-])c(C)c(C)c1N	4	25	/	/	-6	2	30	-0.6
O=C(C1=C[C@@H](c2csc3ccccc23)C[C@@H](OCc2ccc(CO)cc2)O1)N1CCN(Cc2ccc3c(c2)OCO3)CC1	-22	-5	1	-30	-9	-11	26	-3.9
CCOc1ccc(NC(=O)CCCCn2c(=O)[nH]c3ccsc3c2=O)cc1	0	21	0.96	15	-4	1	-4	2.5
C=CCc1cccc2cc(NC(C)=O)c(=O)oc12	1	-126	1.3	-4	-2	-11	11	0.5
O=C(CSCc1ccccc1)Nc1ccc(Cl)cn1	3	17	1	7	-8	2	-12	-0.9
CCN(CC)S(=O)(=O)c1ccc(N2CCOCC2)c(NC(=O)C(=O)c2c(-c3ccccc3)cc3ccccn23)c1	1	75*	0.92	7	-17	8	16	3.5

From PubChem BioAssay
